# Source: PubChem
# ABHD4 inh = ABHD4 (mouse) inhibition, primary FP screen; 370,000 tested, 0.54% active; inhibition, % at 8.92 µM; Q8VD66; purified mABHD4, FP-Rh probe fluorescence polarization;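 active means inhibition exceeding the mean over every tested compound plus 3 SD, cut at about 30% in these data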;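 further: 0% = plate median of compound wells and 100% = S159A mutant with DMSO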
#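 Test system: mABHD4 protein | Buffer or medium: HEPES pH 7.0 buffer, 150 mM NaCl, 0.01% Pluronic F-127 | Probe or stimulus: FP-Rh fluorescent activity-based probe, added after compound pre-incubation | Timing: Pre-incubation 45 min, probe exposure 60 min, at 25 °C | Technique: Fluorescence polarization, excitation 525 nm, emission 598 nm, BODIPY TMR filters | Repeats: Single well per compound (singlicate)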
# TDP2 absorb = blocks human TDP2 phosphodiesterase activity; O95551; recombinant TDP2, T5PNP hydrolysis, p-nitrophenol absorbance 415 nm; inhibition, % at 12.8 µM; 370,000 tested, 0.34% active;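 active means inhibition above the mean of all tested compounds plus 3 SD, set per campaign, cut at about 25% in these data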;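 further: 0% = DMSO with enzyme and 100% = buffer with substrate but no TDP2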
#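 test system = human TDP2 enzyme | input = TDP2 enzyme at 120 nM final | medium = 50 mM Tris-HCl pH 7.5 with Mg2+, KCl, DTT, BSA | also added = T5PNP substrate, 5 mM | times = 2 h at 37 °C | technique = epi absorbance | benchmarks = high control without enzyme, low control DMSO plus TDP2 | replication = each compound tested once, singlicate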
# rCAG RNA binder = binds r(CAG) RNA repeats. r(CAG) RNA repeat, TO-PRO-1 dye displacement fluorescence. inhibition, % at 3 µM. 370,000 tested, 1.3% active. AID 651821;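 active means inhibition above the plate cutoff, the mean of all test compounds on that plate plus 3 SD, cut at about 35% in these data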;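 further: 0% = DMSO alone and 100% = 100 µM mitoxantrone as full dye displacement; higher means more dye released from RNA so lower well fluorescence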
# PG9 Ab binder = binds the HIV-1 gp120 antibody PG9 | inhibition, % at 6.7 µM | 360,000 tested, 0.43% active | TR-FRET gp120-PG9 antibody binding; in the data active means inhibition above about 8.5%
# LEDGF integ inh = blocks HIV-1 LEDGF/p75-dependent DNA integration; TR-FRET IN-LEDGF/p75 DNA integration, Eu/Cy5; inhibition, % at 3.7 µM; 370,000 tested, 0.64% active;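 active means inhibition above the screen-wide mean plus 3 SD, cut at about 13% in these data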;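 further: signal is the Cy5 over europium emission ratio at 671 and 618 nm; 0% = plate median of compound wells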
# SIAE inh = blocks human sialic acid acetylesterase | SIAE FP-Rh probe binding, fluorescence polarization | inhibition, % at 9.66 µM | 370,000 tested, 0.69% active;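 active means inhibition above a cutoff: mean of compounds within the control limits plus 3 SD of those, cut at about 17% in these data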;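 further: 0% = plate median of compound wells and 100% = probe without SIAE protein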
# Target sequence (Q9HAT2 whole entry, looked up): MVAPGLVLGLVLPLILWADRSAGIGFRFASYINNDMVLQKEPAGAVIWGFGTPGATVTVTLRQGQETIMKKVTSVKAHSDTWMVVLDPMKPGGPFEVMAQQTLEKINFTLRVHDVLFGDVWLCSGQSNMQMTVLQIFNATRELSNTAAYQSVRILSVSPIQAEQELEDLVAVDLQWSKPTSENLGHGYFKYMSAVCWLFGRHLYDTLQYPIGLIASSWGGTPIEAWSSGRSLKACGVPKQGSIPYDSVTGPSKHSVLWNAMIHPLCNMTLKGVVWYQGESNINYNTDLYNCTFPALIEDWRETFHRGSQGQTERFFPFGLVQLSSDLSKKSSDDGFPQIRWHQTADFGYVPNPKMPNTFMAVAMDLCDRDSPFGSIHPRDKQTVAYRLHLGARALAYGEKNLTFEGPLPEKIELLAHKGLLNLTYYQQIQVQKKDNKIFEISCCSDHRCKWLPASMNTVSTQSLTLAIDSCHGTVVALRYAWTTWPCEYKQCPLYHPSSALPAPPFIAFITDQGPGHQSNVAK
# Rev-erbA mod = modulates human Rev-erb alpha binding to DNA; Rev-erbα–FITC-DNA binding, fluorescence polarization, 90 min; P20393; 370,000 tested, 0.79% active; activity, % at 10 µM;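 active means activity above about 14%, limit read from the data; passing the limit was not always enough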;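 further: 0% = DMSO wells with 35 nM protein and 100% = DMSO wells with 750 nM protein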
# Target sequence (P20393 whole entry, looked up): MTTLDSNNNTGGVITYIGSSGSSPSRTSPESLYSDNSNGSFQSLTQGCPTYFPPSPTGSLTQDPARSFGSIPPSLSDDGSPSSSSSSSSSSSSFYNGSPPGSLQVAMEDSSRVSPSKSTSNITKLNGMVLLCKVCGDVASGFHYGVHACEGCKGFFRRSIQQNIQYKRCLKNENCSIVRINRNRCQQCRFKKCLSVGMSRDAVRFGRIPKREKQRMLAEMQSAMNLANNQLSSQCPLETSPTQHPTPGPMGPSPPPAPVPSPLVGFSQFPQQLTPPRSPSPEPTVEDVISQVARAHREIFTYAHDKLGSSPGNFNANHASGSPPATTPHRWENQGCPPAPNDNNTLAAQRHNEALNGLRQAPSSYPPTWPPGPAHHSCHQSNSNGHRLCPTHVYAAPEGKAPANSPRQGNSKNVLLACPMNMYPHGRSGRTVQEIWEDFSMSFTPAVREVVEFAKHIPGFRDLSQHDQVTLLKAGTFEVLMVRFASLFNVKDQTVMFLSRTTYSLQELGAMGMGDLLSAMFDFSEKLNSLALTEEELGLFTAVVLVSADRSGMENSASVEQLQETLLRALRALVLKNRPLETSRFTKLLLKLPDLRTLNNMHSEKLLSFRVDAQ
# TCR CD3 inh = blocks the human TCR-CD3 interaction | TAMRA-labeled TCR probe fluorescence, biochemical | inhibition, % at 9.4 µM | 360,000 tested, 0.37% active | AID 651800; in the data active means inhibition above about 19%;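 further: recombinant mutant TCR 2C K166C tagged with TAMRA read by polarization; 0% = receptor in buffer alone and 100% = receptor with positive control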
# HTRA1 inhibitor = HTRA1 (human) protease inhibition. Q92743. recombinant HTRA1, FP-rhodamine activity-based probe, fluorescence polarization. inhibition, % at 5.96 µM. 340,000 tested, 0.5% active. AID 504803; in the data active means inhibition above about 36%;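 further: 0% = enzyme with DMSO and 100% = wells lacking enzyme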
# PRMT1 inh = PRMT1 (human) inhibition, primary screen; 370,000 tested, 1.3% active; AID 652257; recombinant PRMT1, activity-based probe fluorescence polarization; Q99873; inhibition, % at 2.79 µM;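 active means inhibition above about 21% made by adding two undisclosed values, limit read from the data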
# * = called active by the depositor; x = no result given.
canonical_smiles	Rev-erbA mod	TCR CD3 inh	LEDGF integ inh	PRMT1 inh	PG9 Ab binder	rCAG RNA binder	ABHD4 inh	SIAE inh	HTRA1 inhibitor	TDP2 absorb
O=C(Nc1cccc(F)c1)C1CCCN1C(=O)OCc1ccccc1 (configuration not stated)	3.8	1.3	0.0	0.2	-0.4	-2.9	13.3	1.6	-1.8	5.0
CC(=O)[C@H]1[C@H](CCc2ccccc2)NC(=O)N(Cc2ccccc2)[C@@H]1C	10.2	-4.1	0.7	-0.7	-0.6	-3.1	-3.7	3.5	-2.9	-3.2
CC(C)Cc1ccc(CN2C(C(C)C)C(=O)N(Cc3cn(CCC4OCCO4)nn3)CCS2(=O)=O)cc1 (configuration not stated)	-7.7	-4.4	1.6	2.1	0.4	1.2	-2.5	-1.2	x	-2.2
CSc1ncc(C(=O)Nc2cc(C)ccc2C)c(C)n1	7.8	0.0	4.4	-2.8	1.5	4.0	-1.4	-3.2	-1.3	9.0
CS(=O)(=O)N1CCN(c2ccc([N+](=O)[O-])cc2C(F)(F)F)CC1	7.8	-2.6	-0.1	1.6	1.2	-2.8	-1.9	-6.1	2.2	-1.1
CCCN(CC(=O)Nc1ccccc1C)C(=O)c1ccc(-c2ccccc2)cc1	7.9	6.8	0.3	1.6	-0.5	-7.0	-18.4	-0.2	-19.5	0.8
C=CCn1c(SCC(=O)NCc2ccco2)nnc1-c1ccc2ccccc2n1	-5.6	9.9	0.3	11.3	-1.5	2.9	-2.6	-0.3	-10.6	4.3
O=C(NC(Cc1c[nH]c2ccccc12)C(=O)Nc1ccc(F)cc1)c1cccs1 (configuration not stated)	-1.6	0.4	-2.4	0.4	0.7	5.1	-12.1	2.4	-12.0	-3.7
COc1ccccc1CO/N=C/c1cccn1-c1nccc(N(C)C)c1C#N	-1.1	-2.6	-0.3	2.2	0.7	-4.8	-3.3	3.1	-2.8	-5.5
COc1ccc(C)cc1S(=O)(=O)Nc1cccc(SC)c1	-3.8	9.5	-1.5	-1.6	1.2	0.6	-3.3	-3.7	-3.4	-6.3
Cc1noc(C)c1S(=O)(=O)NCCN1CCN(c2ccccc2)CC1	1.6	-6.5	3.7	1.0	1.8	0.5	-7.0	-4.2	-1.4	-7.3
CC(=O)Oc1ccc(-c2cccc(C(=O)OCC(=O)N(C)c3ccccc3)c2)cc1	-4.6	-2.7	1.3	2.6	-0.1	-3.4	-9.7	-3.4	-5.8	11.3
CCOc1ccc(S(=O)(=O)N2CCC(C(=O)NCCc3ccccc3)CC2)cc1	2.5	-0.7	1.1	-4.0	-0.9	-2.2	1.9	4.2	-0.4	6.4
Cn1c(SCC(=O)Nc2sccc2C#N)nnc1C1CC1	0.6	6.0	0.8	-1.8	1.7	9.1	9.2	-4.4	1.2	-4.4
O=C(COc1ccc(Cl)cc1)Nc1ccc2c(c1)nc1n2CCOC1	-4.9	-7.2	-1.4	2.8	1.8	0.4	0.9	0.3	-8.8	8.1
COc1ccc(OCC(=O)OCCNC(=O)c2cccnc2)cc1	0.1	-6.8	1.7	-0.4	1.4	0.0	1.8	8.9	4.2	18.0
CC(=O)c1ccc(Oc2cc(C)nc(-n3nc(C)cc3C)n2)cc1	2.3	1.7	2.2	-1.6	-1.5	-3.4	0.3	4.2	-1.7	2.0
COc1ccc(-c2csc(NC(=S)NC(=O)/C=C/c3ccco3)n2)cc1OC	-25.3	6.6	4.5	0.9	1.1	22.1	9.6	-4.5	-6.5	8.2
CC(=O)C1=C(C)N(Cc2ccc(F)cc2)C(=S)NC1c1cccc(Br)c1 (configuration not stated)	-1.1	-5.4	4.8	-8.6	-2.0	3.6	-0.3	2.3	x	-6.8
O=C(c1ccc(N2CCOCC2)cc1)c1cccs1	3.1	-5.6	-0.6	-0.1	-0.1	3.5	-2.0	-3.4	3.8	3.6

# An excerpt from above in order of heavy-atom count, falling.
canonical_smiles	Rev-erbA mod	TCR CD3 inh	LEDGF integ inh	PRMT1 inh	PG9 Ab binder	rCAG RNA binder	ABHD4 inh	SIAE inh	HTRA1 inhibitor	TDP2 absorb
CC(=O)[C@H]1[C@H](CCc2ccccc2)NC(=O)N(Cc2ccccc2)[C@@H]1C	10.2	-4.1	0.7	-0.7	-0.6	-3.1	-3.7	3.5	-2.9	-3.2
CC(=O)c1ccc(Oc2cc(C)nc(-n3nc(C)cc3C)n2)cc1	2.3	1.7	2.2	-1.6	-1.5	-3.4	0.3	4.2	-1.7	2.0
Cn1c(SCC(=O)Nc2sccc2C#N)nnc1C1CC1	0.6	6.0	0.8	-1.8	1.7	9.1	9.2	-4.4	1.2	-4.4

# The listing picks up, repeating the 2 entries before the break.
canonical_smiles	Rev-erbA mod	TCR CD3 inh	LEDGF integ inh	PRMT1 inh	PG9 Ab binder	rCAG RNA binder	ABHD4 inh	SIAE inh	HTRA1 inhibitor	TDP2 absorb
CC(=O)C1=C(C)N(Cc2ccc(F)cc2)C(=S)NC1c1cccc(Br)c1 (configuration not stated)	-1.1	-5.4	4.8	-8.6	-2.0	3.6	-0.3	2.3	x	-6.8
O=C(c1ccc(N2CCOCC2)cc1)c1cccs1	3.1	-5.6	-0.6	-0.1	-0.1	3.5	-2.0	-3.4	3.8	3.6
CC(=O)Nc1cccc(-c2ccnc3c2CC(C)(C(=O)NCCc2ccccc2)O3)c1 (configuration not stated)	-5.7	7.2	1.3	-4.1	-0.7	0.2	-0.3	-1.8	x	2.5
O=C(c1cccs1)N1CCN(Cc2ccncc2)CC1	-5.4	-6.0	4.5	-1.1	0.6	-0.7	10.2	3.7	7.8	21.9
O=C(Nc1nc(-c2ccc(F)cc2)cs1)C1CCN(C(=O)c2ccc(F)cc2)CC1	-3.5	3.5	1.8	0.7	-0.8	0.1	-11.4	-9.6	-25.3	-10.2
Cc1cc2nc(C3CCCCC3)c(CC(C)(C)C)n2c(C)c1Br	-0.1	3.0	-0.1	-5.8	-1.0	1.8	0.1	-0.1	x	-5.3
CC(C)Cn1c(N)c(C(=O)COC(=O)CCc2nc3ccccc3c(=O)[nH]2)c(=O)n(C)c1=O	4.3	-2.2	2.6	-1.0	-1.1	1.2	2.8	3.4	1.5	-3.9
O=C(O)c1ccc(CSc2ccccn2)cc1	1.7	6.6	1.5	-2.2	-2.0	-2.5	-3.9	-0.8	5.8	-2.8
CC(=O)Oc1ccc(N(c2ccccc2)S(=O)(=O)c2ccc(C)cc2)cc1	-0.5	6.8	0.4	0.7	-3.1	-0.4	-13.8	8.6	-2.7	-15.2
Cc1ccc(NC(=O)CN(C(=O)N2CCN(C)CC2)S(=O)(=O)c2ccc(C)cc2)cc1	-2.8	3.5	1.2	1.6	-0.4	1.0	4.6	-1.7	-2.0	-3.8
O=C(COC(=O)c1cc[n+]([O-])cc1)Nc1cccc(F)c1	-0.1	-3.1	4.9	2.6	0.4	1.7	2.8	-6.1	-3.9	0.8
O=S(N1CCCCCC1)C12CC3CC(CC(C3)C1)C2 (configuration not stated)	3.4	9.7	0.3	-0.3	-0.9	0.1	7.0	0.3	-2.4	6.2
CCN(CC)C(=O)CSc1n[nH]c(=O)n1CCc1ccccc1	-4.3	-6.2	3.5	-4.9	1.1	-3.6	3.2	3.6	10.3	-16.6
CCOC(=O)Cc1csc(NC(=O)CCS(=O)(=O)Cc2ccccc2)n1	-2.6	4.3	1.7	-3.4	0.6	2.3	-10.6	0.4	-0.8	-2.9
CCc1cc(C(c2ccccn2)N2CCN(C)CC2)c(NC(=O)c2ccccc2)s1 (configuration not stated)	-2.5	-4.2	-6.5	9.9	-1.4	0.9	-4.5	-3.6	-6.2	1.0
CC1CN(C(=O)COC(=O)c2cccs2)CC(C)O1 (configuration not stated)	-4.3	0.4	-3.5	-2.3	0.9	-0.7	0.2	-3.8	-2.5	4.5
CCOC(=O)N1C=CC=C[C@@H]2[C@@H](N3C(=O)c4ccccc4C3=O)C(=O)N21	1.8	-0.6	-0.5	1.2	-0.4	4.3	5.7	0.3	0.0	7.9
CN(C)c1ccc(C=NNc2nc3c([nH]2)c(=O)n(C)c(=O)n3C)cc1	1.2	-2.5	1.6	1.0	-30.9	5.0	4.5	3.0	-1.1	8.1
COc1ccc(/C=C/C(=O)NCCN2CCOCC2)cc1OC	1.6	6.0	2.2	-2.3	-2.0	-2.4	-3.2	1.8	-101.9	7.3
CCOC(=O)C1(C)CCN1C(=O)c1ccc(C#N)cc1 (configuration not stated)	3.7	-6.5	-1.4	2.0	0.1	1.7	3.7	-0.2	x	1.9
O=S(=O)(c1ccc(NC(=S)N2CCN(c3ccccc3F)CC2)cc1)N1CCOCC1	6.4	-3.1	-3.6	-0.6	0.7	0.0	0.8	-3.9	0.8	2.0
COC(=O)C1=C(N)c2c(F)cccc2C1(C#N)c1ccc(F)cc1 (configuration not stated)	1.0	1.4	-2.4	-3.3	1.2	2.9	-2.1	6.7	-12.0	-1.4
O=C(NCc1cccc(C(F)(F)F)c1)c1cccc(S(=O)(=O)NCc2ccccc2)c1	-1.6	-1.2	-1.9	4.8	-1.0	2.4	-17.9	-4.8	-39.5	-8.3
O=C(c1ccccc1)c1ccc(NCCCn2ccnc2)c([N+](=O)[O-])c1	2.9	-7.4	10.2	-2.6	-1.6	-4.4	0.1	3.6	-4.3	-1.2
CC(=O)c1ccc(NC(=O)C2(S(=O)(=O)c3ccccc3)CC2)cc1	-1.3	13.0	2.9	-0.1	-1.5	0.7	5.9	-3.7	0.8	9.0
COc1ccc(NS(=O)(=O)c2cccs2)c(OC)c1	3.8	8.8	3.6	1.1	-2.1	-0.8	-8.4	4.4	0.2	-4.3
COc1ccc([N+](=O)[O-])cc1NC(=O)C1CCCO1 (configuration not stated)	1.1	-3.0	-8.7	3.8	-0.2	0.0	6.2	2.5	1.7	-8.3
CCC(=O)N1CCN(c2ccc(NC(=S)NC(=O)COc3ccccc3)cc2)CC1	-5.4	-3.3	0.1	3.6	-0.1	3.0	-1.0	-0.2	-3.8	-4.7
O=S(=O)(Nc1cccnc1)c1cccs1	-0.5	-9.1	1.9	0.3	-0.3	-0.3	3.4	-7.2	10.3	3.8
O=C(CSc1nnc(-c2cc3ccccc3cc2O)n1Cc1ccco1)c1ccc(F)cc1	-3.3	-5.2	-0.8	2.5	0.9	12.4	-22.8	-21.0	-35.6	1.3
CCOc1ccc(CCNC(=O)c2cc3sccc3n2CC)cc1OC	4.5	x	-3.5	-0.6	x	-1.0	-3.1	1.2	x	4.2
Cc1ccccc1/C(N)=N/OC(=O)c1ccc(F)cc1	-7.1	3.4	-8.3	3.4	1.1	0.9	-5.3	-2.2	4.4	-1.9
COCc1cc(C)nc(N)c1C#N	1.2	-2.7	-0.6	0.8	-0.4	0.1	4.4	-1.1	1.7	-1.3
O=C(COC(=O)CCc1c[nH]c2ccccc12)Nc1ccccc1	1.4	-4.7	-4.6	-2.0	0.9	-2.4	2.3	7.0	1.9	3.2
CC(=O)c1cccc(N2C(=O)Nc3ccccc3N2O)c1	-1.8	2.1	0.0	0.3	-4.2	-1.1	0.8	6.0	-6.0	4.9
O=C(Nc1cccc(S(=O)(=O)NC2=NCCCCC2)c1)c1ccc(Cl)cc1	2.0	-2.1	-5.7	-0.4	0.2	-0.9	-8.6	-2.5	-2.8	-9.4

# A portion of the library (hit frequency here may not be typical).
